# From PubChem BioAssay
# STK33 inh – blocks human STK33 kinase activity; Q9BYT3; purified STK33, MBP phosphorylation, ADP-Glo luminescence; inhibition, % at 10 µM; 320,000 tested, 0.073% active;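 active = inhibition at or above 25%, using the most active replicate where run in duplicate; inactive = inhibition below 25%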
# Target sequence (Q9BYT3 whole entry, looked up): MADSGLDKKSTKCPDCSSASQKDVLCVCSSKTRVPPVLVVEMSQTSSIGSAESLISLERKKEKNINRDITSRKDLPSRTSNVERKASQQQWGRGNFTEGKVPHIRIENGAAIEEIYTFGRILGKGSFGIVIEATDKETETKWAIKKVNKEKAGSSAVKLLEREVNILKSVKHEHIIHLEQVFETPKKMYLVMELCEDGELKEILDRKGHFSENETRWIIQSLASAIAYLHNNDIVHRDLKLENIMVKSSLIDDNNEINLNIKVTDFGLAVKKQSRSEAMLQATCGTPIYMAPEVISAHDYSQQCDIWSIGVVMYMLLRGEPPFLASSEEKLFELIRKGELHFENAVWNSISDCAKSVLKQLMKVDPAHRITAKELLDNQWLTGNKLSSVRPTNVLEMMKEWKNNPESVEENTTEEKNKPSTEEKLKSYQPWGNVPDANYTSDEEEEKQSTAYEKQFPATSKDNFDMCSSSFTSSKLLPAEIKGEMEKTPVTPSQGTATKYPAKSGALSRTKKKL
# OX1R antag-1 – human HCRTR1 antagonism; O43613; CHO/OX1R cells, Fluo-8 calcium fluorescence, orexin A; inhibition, % at 5 µM; 330,000 tested, 0.43% active; AID 434989;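 active = inhibition above its plate's threshold, mean inhibition of all tested compounds on the plate plus 3 SD, cut at about 37% in these data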;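 note: 0% = orexin A challenge wells and 100% = SB-334867-A antagonist wells; not every result past the cut was called active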
# Target sequence (O43613 whole entry, looked up): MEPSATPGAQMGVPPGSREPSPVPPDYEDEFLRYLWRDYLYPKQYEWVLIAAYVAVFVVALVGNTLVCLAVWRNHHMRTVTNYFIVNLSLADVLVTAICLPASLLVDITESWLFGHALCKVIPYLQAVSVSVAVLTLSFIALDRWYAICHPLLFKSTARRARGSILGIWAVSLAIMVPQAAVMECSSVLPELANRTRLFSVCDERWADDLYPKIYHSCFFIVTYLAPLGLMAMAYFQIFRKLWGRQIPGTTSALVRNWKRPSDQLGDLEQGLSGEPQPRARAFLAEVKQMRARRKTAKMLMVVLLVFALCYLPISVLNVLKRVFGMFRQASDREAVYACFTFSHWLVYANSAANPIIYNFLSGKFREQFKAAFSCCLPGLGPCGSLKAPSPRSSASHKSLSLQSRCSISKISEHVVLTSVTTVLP
# OX1R antag-2 – OX1R (human) antagonism; O43613; inhibition, % at 6.6 µM; 330,000 tested, 1.8% active; AID 485270; OX1R-expressing cells, FRET antagonist read-out; in the data active = inhibition mostly above about 38%, no sharp cut-off; inactive = mostly below about 40%;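 note: 0% = agonist challenge alone and 100% = reference antagonist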
# Active calls of the source: *; / = no result given.
# Screens in order: STK33 inh | OX1R antag-2 | OX1R antag-1
COc1cccc(C(=O)N(c2ccc(OC)cc2OC)C2C=CS(=O)(=O)C2)c1 (configuration not stated)
    -3.0 | 9 | -7
COc1ccccc1CN(C)C(=O)c1ccc2c(c1)NC(=O)CS2
    -0.1 | 14 | -21
CC(Oc1ccccc1Cl)C(=O)N1CCCN(C)CC1 (configuration not stated)
    -0.6 | 21 | -5
Cc1ccc2nc(NC(=O)COC(=O)c3ccccn3)sc2c1
    -0.5 | 6 | -12
O=C(CCN1C(=O)/C(=C/c2cccs2)SC1=S)Nc1ccc(C(=O)O)cc1
    -1.4 | 31 | -10
CC(NC(=O)OC(C)(C)C)C(=O)Oc1cc2oc(=O)cc(-c3ccccc3)c2cc1Cl (configuration not stated)
    -0.8 | 22 | -2
CCCCC[C@H]1CN(C2CCCCC2)C(=O)[C@@H]1CC(=O)NCc1ccc(OC)cc1
    -0.6 | 14 | -37
COc1ccc(-c2cc(C3CCN(c4cc(Cl)nc(N)n4)CC3)[nH]n2)cc1
    0.3 | 10 | -4
COc1ccccc1CCC(=O)NNC(=O)c1ccncc1
    0.1 | 9 | 2
CC(C)(C)S(=O)(=O)Cc1nc(-c2ccc(Cl)c(Cl)c2)cs1
    -0.8 | 32 | -21
O=C(CCc1ccccc1Cl)Nc1ccc(S(=O)(=O)N2CCOCC2)cc1
    -0.2 | 11 | -18
CCOC(=O)c1ccccc1NS(=O)(=O)c1cnn(CC)c1C
    -0.4 | 4 | -19
O=C(NCCCN1CCCC1=O)C1CCN(S(=O)(=O)c2ccc(Cl)cc2)CC1
    -1.2 | 4 | -24
COc1ccc(CN2CCNC(=O)C2CC(=O)NC2CCCC2)cc1OC (configuration not stated)
    -0.3 | -1 | -4
NC(=O)c1oc2ccccc2c1NC(=O)c1ccc([N+](=O)[O-])o1
    -1.3 | 48* | -15
CSc1ccc(S(=O)(=O)N2CCC(C(=O)Nc3cccnc3)CC2)cc1
    -1.8 | -1 | -3
Cc1c(C(=O)Nc2ccc(F)cc2)oc2ccc(S(=O)(=O)N3CCC4(CC3)OCCO4)cc12
    1.4 | 8 | 3
CCN(CC)S(=O)(=O)c1ccc2c(c1)c(=O)c(C(=O)NCCCN(C)c1ccccc1)cn2C
    -0.4 | 21 | -32
CCNC(=O)COC(=O)c1cc(S(=O)(=O)N2CCCCC2)ccc1C
    0.0 | 9 | -7
CCn1ccnc1CN1CCN(CC=C(C)C)C(CCO)C1 (configuration not stated)
    -0.6 | 12 | -11
O=C(CN1CCCCC1)N1CCCc2c1c(=O)oc1ccc(OCc3ccccc3)cc21
    -0.5 | 26 | -15
COc1ccccc1/C=C/C(=O)NCC(=O)N/N=C/c1ccc2c(c1)OCO2
    -0.8 | 13 | -22
CNC(=O)COC(=O)c1cc(-c2ccccc2)nn1-c1ccccc1
    -1.2 | 6 | -3
COc1ccc(-n2nc(C(=O)NCC(=O)N3CCN(c4ccccc4)CC3)c3ccccc3c2=O)cc1OC
    -0.7 | 17 | -39
O=C(CCCCCCCCCCC(=O)NCc1cccnc1)NCc1cccnc1
    -0.4 | 4 | -13
O=C1OC(c2cccs2)=N/C1=C\c1ccc(-c2cccc(Cl)c2)o1
    16 | 14 | -16
COC(=O)[C@]1(Cc2ccccc2)N[C@H](CN(C)C(=O)COc2ccccc2)[C@@H]2C(=O)N(C)C(=O)[C@@H]21
    / | 6 | -8
Cc1cc(-c2onc(C)c2C(N)=O)no1
    -2.0 | 1 | -10
COc1ccc(C(=O)N2CCN(c3cccc(Cl)c3)CC2)cc1
    -0.8 | 18 | -19
CC(/C=C1\SC(=S)N(C(C(=O)O)c2ccccc2)C1=O)=C\c1ccccc1 (configuration not stated)
    -0.1 | 16 | 5
COc1ccc(CN(C)C(C)C(=O)N(C)CC(=O)Nc2ccc(C)cc2)cc1F (configuration not stated)
    0.0 | 7 | -17
CSc1cccc(NC(=O)c2ccccn2)c1
    -0.2 | 17 | -15
CC(C)(C)N=C1NN=C(c2ccc(Cl)cc2)CS1
    -2.0 | 2 | -25
CN(C(=O)c1ccc(NC(=O)Cc2cccc([N+](=O)[O-])c2)cc1)C1CC1
    -0.1 | 16 | 3
CN(Cc1ccccc1)C(=O)CN1C(=O)C2C3C=CC(C3)C2C1=O (configuration not stated)
    2.0 | -1 | -19
Cc1cnc(NC(=O)C2CC(=O)N(c3ccc4c(c3)OCCO4)C2)s1 (configuration not stated)
    -0.6 | 5 | -12
Cc1cccc(-c2oc3ccc(-c4ccc5c(c4)OCO5)cc3c2C(=O)OCc2ccc(O)cc2)c1
    -1.2 | 18 | -12
CCC1CCCCN1CCCNC(=O)Cn1nc(-c2ccc(C)cc2)ccc1=O (configuration not stated)
    -2.3 | 8 | -9
Cc1ccc(Cl)cc1NC(=O)CNCC(c1ccccc1)N(C)C (configuration not stated)
    -0.3 | 0 | -6
C/C(=N\NC(=O)c1ccccc1)c1ccc(N2CCOCC2)cc1
    0.1 | 15 | -3
Cc1cccc(NC(=O)NNC(=O)c2sccc2-n2cccc2)c1
    -1.2 | 11 | 7
Cc1cc(C(F)(F)F)c(C#N)c(SCC(=O)Nc2nc3cc(Br)ccc3s2)n1
    -1.5 | 9 | -10
CCN1CCN(C(=O)Nc2cccc(C(F)(F)F)c2)CC1
    -0.1 | 2 | -3
O=C(Nc1ccc(F)cc1)c1nc2c(nnn2Cc2cccc3ccccc23)c(=O)[nH]1
    -0.5 | 32 | -23
COc1ccc(C(NC(=O)C(C)(C)C)NC(=O)C(C)(C)C)cc1
    -2.2 | 8 | 1
O=C(CN1CCCCCC1=O)N1CCN(S(=O)(=O)c2cccs2)CC1
    -1.7 | 24 | 2
COc1ccc(OC)c(NC(=O)c2cccnc2Sc2ccccc2)c1
    6.2 | 22 | -14
COc1cccc2cc(C(=O)NC3CC(C)(C)NC(C)(C)C3)c(=O)oc12
    -1.4 | 35 | -2
Cc1nc(C)c(-c2nnc(-c3cccc(S(=O)(=O)N(C)C)c3)o2)cc1C(=O)NN
    -4.6 | 2 | 0
CCn1c(CCC(=O)N(C)CC(=O)Nc2cccc(F)c2)nc2cc(S(=O)(=O)N(C)C)ccc21
    0.6 | 11 | -13
CCCCC(c1nnnn1CS(=O)(=O)c1ccc(C)cc1)N1CCN(c2ccccc2)CC1 (configuration not stated)
    -3.0 | 17 | -37
O=C(N/N=C/c1oc(O)c2ccccc12)c1ccccc1
    -0.7 | 8 | 6
CC(=O)Nc1ccc(NC2CCCCC2NS(=O)(=O)c2ccc(Cl)cc2)cc1 (configuration not stated)
    -0.4 | 4 | -12
O=C(CSc1nnc(-c2ccco2)o1)c1ccc[nH]1
    -0.8 | 12 | -10
O=C(O)CSCc1nc2scc(-c3ccccc3)c2c(=O)[nH]1
    -0.9 | 1 | -19
Cc1ccc(C(=O)NCc2ccccn2)cc1NC1=NC2CS(=O)(=O)CC2S1 (configuration not stated)
    -0.4 | 1 | -8
O=C(/C=C/c1ccco1)NC(=S)Nc1ccccc1N1CCCC1
    -0.9 | 12 | -22
O=C(CN1CCN(c2ccc(F)cc2)CC1)N1CCC(Cc2ccccc2)CC1
    0.5 | 12 | -20
O=C(Oc1ccc2c(c1)C(=O)c1ccccc1CO2)c1ccccc1
    -1.1 | 12 | -24
Cc1ccc(NC2c3ccccc3C(=O)N2CCN2CCOCC2)cc1 (configuration not stated)
    -0.5 | 6 | -18

# Quoted from the listing.
# CC(=O)Nc1ccc(NC2CCCCC2NS(=O)(=O)c2ccc(Cl)cc2)cc1 (configuration not stated) in OX1R antag-2 has 4
# COc1ccc(C(NC(=O)C(C)(C)C)NC(=O)C(C)(C)C)cc1 in OX1R antag-2 has 8
# O=C(CSc1nnc(-c2ccco2)o1)c1ccc[nH]1 in OX1R antag-1 has -10

# (cont.)
# Screens in order: STK33 inh | OX1R antag-2 | OX1R antag-1
Cc1noc(C)c1S(=O)(=O)N(CC(=O)N1CCCC1)c1ccc(C(C)C)cc1
    -1.9 | 13 | -13
Cc1cc(NC(=O)COC(=O)COc2ccc(C(=O)c3ccccc3)cc2)no1
    -1.4 | 14 | -15
CCOC(=O)c1ccc(Oc2cn[nH]c2-c2ccc(O)cc2O)cc1
    5.1 | -1 | 7
CCn1cc(Cl)c(C(=O)Nc2cccc(C(F)(F)F)c2)n1
    -1.3 | 24 | -11
CCCOc1ccc(C(=O)OCC(=O)c2c(N)n(C)c(=O)n(C)c2=O)cc1OC
    -1.1 | 18 | 2
COc1ccc2sc(N(CCN(C)C)C(=O)c3cc(Cl)sc3Cl)nc2c1
    -1.5 | 16 | -5
c1cc(CNc2ccc3c(c2)OCO3)ccn1
    -1.9 | 32 | -28
COc1cc(OC)c(NC(=O)CC(C)=O)cc1Cl
    -1.1 | 6 | -24
CCN(CC)CCNC(=O)c1ccc(NC(=O)Nc2cccc3ccccc23)cc1
    -3.3 | 18 | -14
CC(=O)c1c(C)[nH]c(C(=O)OCC(=O)Nc2cc(C(F)(F)F)ccc2N2CCOCC2)c1C
    0.1 | 21 | -22
COc1cc(-c2nnc(-c3cccs3)o2)cc(OC)c1OC
    -2.4 | 14 | -29
Cc1ccc(S(=O)(=O)N2CCN=C2SCc2c(F)cccc2Cl)cc1
    0.4 | 52 | -30
COc1ccc(Cc2noc(CN(C)CCN3CCc4ccccc4C3)n2)cc1OC
    -1.1 | 12 | -44
COc1ccccc1N(CC(=O)Nc1ccc2c(c1)OCCO2)S(C)(=O)=O
    1.4 | -2 | -9
CCN(CC)CCN1C(=O)C(=O)/C(=C(/O)c2c(C)[nH]c(C(=O)OC)c2C)C1c1ccc(C)o1 (configuration not stated)
    -0.9 | 5 | 18
CCNC(=S)N1CCN(S(=O)(=O)c2ccccc2C(F)(F)F)CC1
    -0.7 | 4 | -12
CCc1cc2cc(OC)ccc2nc1SCC(=O)NNC(=O)c1ccco1
    -0.1 | 25 | -17
Cc1ccc(S(=O)(=O)N[C@H](C(=O)Oc2ccc3c(C(F)(F)F)cc(=O)oc3c2)c2ccccc2)cc1
    -1.3 | 21 | 4
O=C1CC(c2ccccc2)n2nc(NC(=O)c3ccccc3)nc2N1 (configuration not stated)
    -0.7 | 8 | 0
Cc1ccc(C(=O)Nc2cc3c(cc2N2CCCCC2)n(C)c(=O)n3C)cc1
    -0.2 | 4 | -14

# One compound at a time, from the list above:
# Profile of `Cc1ccc(S(=O)(=O)N[C@H](C(=O)Oc2ccc3c(C(F)(F)F)cc(=O)oc3c2)c2ccccc2)cc1` = STK33 inh = -1.3; OX1R antag-2 = 21; OX1R antag-1 = 4
# Profile of `CCN(CC)CCNC(=O)c1ccc(NC(=O)Nc2cccc3ccccc23)cc1` = STK33 inh = -3.3; OX1R antag-2 = 18; OX1R antag-1 = -14

# (more compounds)
# Screens in order: STK33 inh | OX1R antag-2 | OX1R antag-1
CCNC(=O)c1sc(-c2ccccc2)nc1C
    -0.4 | 21 | -11
CC(C)(C)N1C(=O)c2ccc(C(=O)Nc3ccc(-c4nc5ccccc5[nH]4)cc3)cc2C1=O
    -1.0 | 9 | 3
CCOC(=O)c1c(NC(=O)C2=COCCO2)sc2c1CCN(C(=O)OC)C2
    2.5 | 2 | -27
CCCCn1c(SCC(=O)c2ccc(OC)cc2OC)nc2cc(S(N)(=O)=O)ccc21
    -1.7 | 9 | -20
CCOc1ccc(C(=O)NC(=S)NC2CCCC2)cc1[N+](=O)[O-]
    0.5 | 15 | -32
O=C(Cn1ncc2c(=O)oc3ccccc3c21)NCCc1ccsc1
    -0.3 | 8 | -17
CCOC(=O)C1CCCN(c2nc3ccccc3nc2C(C#N)C(=O)NCc2ccccc2)C1 (configuration not stated)
    0.0 | 23 | -50
Cc1c(C(=O)N/N=C/c2ccc(O)c(Br)c2)sc(N)c1C#N
    7.9 | 40 | 4
O=C(CN1CCC(n2nnc3cc(F)ccc32)CC1)NC1CCCCC1
    -0.2 | 23 | -21
COC(=O)c1cc(C(=O)OC)cc(N2C(=O)CC(NNC(=O)c3ccccc3Br)C2=O)c1 (configuration not stated)
    0.2 | 21 | -1
COc1ccc(C(=O)c2oc3ccc(Br)cc3c2NC(C)=O)cc1
    -0.5 | 4 | -18
COc1cc(NC(=O)c2ccccc2Cl)c2ncccc2c1
    -0.9 | 23 | -28
O=c1[nH][nH]c(-c2ccccc2)c1C=Nc1ccc(Cl)cc1
    -0.9 | 3 | 4
COc1ccc2oc(C)c(NC(C)=O)c2c1
    -0.2 | 0 | -9
CCOc1ccc2nc(NC(=O)CN3C(=O)NC4(CCCC4)C3=O)sc2c1
    4.3 | 12 | -20
CCOC(=O)c1oc2ccccc2c1NC(=O)C1CCCCC1
    -0.7 | -1 | -27
Cc1nnc(SCC(=O)NNC(=O)c2ccccc2)n1Cc1ccccc1
    -0.8 | 9 | -3
N/C(COc1ccc(Cl)cc1Cl)=N\O
    -0.9 | 8 | -5
c1csc(-c2nnc(NC3CCCCC3)c3ccccc23)c1
    -0.8 | 17 | -9
CN(CC(=O)Nc1ccc(F)cc1)C(=O)Cn1nnc(-c2ccccc2)n1
    4.6 | 5 | -15
Cc1ccc(C)c(N2CCN(C(=O)C3CCN(S(=O)(=O)c4c(C)noc4C)CC3)CC2)c1
    -3.2 | 19 | 7
Nc1cccc(-c2nc3cc(S(=O)(=O)c4ccc5oc(-c6cccc(N)c6)nc5c4)ccc3o2)c1
    -1.9 | 4 | 11
COCCNC(=O)c1ccccc1NC(=O)COc1ccccc1
    0.0 | 14 | -15
CC(C)N1CCC(N2CCN(Cc3ccc4nsnc4c3)CC2CCO)CC1 (configuration not stated)
    0.1 | 25 | -16
CCCCCCC(NC(=O)Cc1ccc2ccccc2c1)C(=O)O (configuration not stated)
    / | 6 | -17
O=C(CSc1ccc(Cl)cc1)Nc1cccc(-c2nc3ccccc3[nH]2)c1
    / | 16 | -11
Cc1cc(C)n(C)c(=O)c1C#N
    -0.5 | 13 | -5
C=CCN1C(=O)C(Cc2cccc(Cl)c2)S/C1=N/N=C/c1ccco1 (configuration not stated)
    -1.2 | 1 | -23
CC1CCCCC1NC(=O)NC(=O)CCl (configuration not stated)
    -3.0 | 7 | -11
Clc1ccccc1N1CCN(Cc2c[nH]c3ccccc23)CC1
    -2.8 | 9 | -10
